Screening results from PubChem BioAssay.
Wnt bcat act – activates Wnt/beta-catenin signaling in a reporter cell assay. activation, % at 9.35 µM. actives 1.2% (n = 300,000). activator, plate reader; in the data active = activation above about 30%, passing the limit was not always enough;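 also: 0% = neutral control wells and 100% = positive control wells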
* marks the source's active call; other numbers are inactive results. A portion of the library. The share of hits here may be higher or lower than overall.

SMILES	Wnt bcat act
CCOC(=O)C1CCCN(C(=O)c2cccnc2Oc2ccccc2)CC1 (configuration not stated)	-1
O=C(Nc1ccc(Cl)cc1)c1csc([C@@H]2O[C@H](CO)[C@H](O)[C@H](O)[C@H]2O)n1	-3
COC(=O)/C=C1\OCc2cc(OCc3ccccc3)ccc21	6
O=C(NCc1ccccc1)[C@@H]1CCCN1C(=O)[C@H]1CCCN1C(=O)c1ccccc1	7
CNc1ncnc2c1ncn2[C@H]1CN(CCN2CCOCC2)C[C@@H](CO)O1	4
COc1cc(Cn2c3ccc(NC(=O)CCc4ccc(O)cc4)cc3c(=O)n2C)ccc1F	-1
N#CC(c1ccccc1)c1ccc([N+](=O)[O-])cc1 (configuration not stated)	0
O=C(Nc1ccc2c(c1)OCO2)c1cc(C2CCCCN2C(=O)CCc2ccccc2)on1 (configuration not stated)	-6
O=S(=O)(NN=Cc1cccc(Cl)c1)c1ccccc1	-2
COC(=O)c1ccc2nc(-c3ccco3)c(Cc3ccccc3)n2c1	1
CCCCN(CCCC)Cc1cc(=O)oc2cc(OC)ccc12	-1
COc1ccc(CCNC(=O)c2ccc(Br)o2)cc1Br	-1
COc1ccc(NC(=O)COc2ccc(C)cc2)c([N+](=O)[O-])c1	2
Cc1cnc(C)c(Nc2nc(C(N)c3ccccc3)cs2)n1 (configuration not stated)	11
COc1ccc(OC)c(CN2C(=O)CSCC2(C)C(=O)NCc2ccccc2)c1 (configuration not stated)	-2
CN1CCCC(C(=O)Nc2cccc(Cl)c2)CC1 (configuration not stated)	2
O=S1(=O)CC(N2CCSCC2)CN1Cc1cn(Cc2ccc(F)cc2)nn1 (configuration not stated)	-3
CC(NC(=O)C(NC(=O)OCc1ccccc1)C(C)O)C(=O)OCc1ccccc1 (configuration not stated)	-2
COc1ccc(-c2cnc3c(NC=O)cc(-c4ccccc4OC)cn23)cc1OC	-2
O=C(NC1CCCCC1)C(c1ccccc1F)n1c(=O)c(-c2cc3ccccc3[nH]2)nc2ccccc21 (configuration not stated)	-2
CCc1nc2ccc(C(=O)NCCN(C)C)cn2c1N(CC)CCOC	-1
CCCCNC(=O)C[C@H]1C[C@@]2(C(=O)OC)C(=C[C@H](C(C)C)O[C@@H]2C2CC2)N(Cc2ccccc2)C1=O	-6
O=C(OCc1ccccc1)N1C=CCC[C@@H]1c1c(Cl)cccc1Br	-2
CC1(C(=O)NS(=O)(=O)c2ccc(Cl)cc2)CCN1C(=O)C/C=C/c1ccccc1 (configuration not stated)	-2
Cc1cc(N2CCN(C(C(=O)NC3CCCC3)c3ccc(F)cc3)CC2)c2ccccc2n1 (configuration not stated)	-1
SMILES	Wnt bcat act
Cc1cc(N2CCN(CC(C)(C)O)C[C@H]2C)ccc1N1CCN(Cc2ccccc2)[C@H](C)C1	-2
CCOC(=O)[C@]12CCCC=C1N(Cc1ccc3c(c1)OCO3)C(=O)[C@H](CC(=O)NCC13CC4CC(CC(C4)C1)C3)C2	-5
c1ccc(CNc2nc(NCC3CC3)nc3cc(-c4ccccc4)sc23)cc1	-13
COC(=O)C1=C(C)N(Cc2ccccc2)C(=S)NC1c1ccc(Br)cc1 (configuration not stated)	5
O=C(NCc1ccccc1Cl)[C@H]1CCCN1C(=O)[C@H]1CCCN1C(=O)c1cccc2ccccc12	-2
O=C1NC[C@H](CCCCN2C[C@H](Cc3ccccc3)N(Cc3ccccc3)C(=O)C2=O)N(CC2CCCCC2)C1=O	-1
CCCNC(=O)c1cc(C2CCCCN2S(=O)(=O)c2ccc(C#N)cc2)on1 (configuration not stated)	0
CN(Cc1cn(Cc2cccc(Cl)c2)nn1)C1CN(Cc2cn(Cc3cccc(Cl)c3)nn2)S(=O)(=O)C1 (configuration not stated)	-5
CCOC(=O)N1CCN(C(=O)C[C@@H]2C[C@@]3(C(=O)OC)CC(C)(C)CC=C3N(Cc3ccco3)C2=O)CC1	0
C/C(=N\NC(=O)C1CC1)c1ccc(NC(=O)c2ccc(Br)o2)cc1	5
CCCCC(=O)N(C)c1c(C)nc2ccc(C(=O)N3CCN(c4ccccc4)CC3)cn12	-1
COc1ccc(Cc2c(-c3ccc(Cl)cc3)nc3cc(C)c(Br)c(C)n23)c(C)c1	-2
CCNC(=O)C1(C)CCN1C(=O)CCc1cccc(Cl)c1 (configuration not stated)	1
CC1(C(=O)NCc2cccs2)CCN1C(=O)Cc1cccc2ccccc12 (configuration not stated)	1
Cc1nnc(SCc2nc3sc4c(c3c(=O)[nH]2)CCCC4)n(N)c1=O	-1
COc1ccc(CNC(=O)c2sc(=O)n(Cc3ccc(C)cc3)c2C)cc1	-6
CCc1nc2ccc(C(=O)NCC3CCCCC3)cn2c1N(C)Cc1nccs1	-1
NS(=O)(=O)c1ccc(NC(=S)N2CCN(S(=O)(=O)c3ccc(F)cc3)CC2)cc1	-1
CC(C)CC(N)c1csc(NC(=O)Nc2ccccc2Cc2ccccc2)n1 (configuration not stated)	-2
CC1(C(=O)NS(=O)(=O)c2cccs2)CCN1C(=O)CC1CCCC1 (configuration not stated)	-3
COC(=O)c1ccc2nc(-c3ccc(F)cc3)c(Cc3ccccc3C(F)(F)F)n2c1	6
CC1=C(C(=O)N2CCCCCC2)CC(CC(=O)NC2CC2)C(=O)N1Cc1ccccc1 (configuration not stated)	-1
COc1ccccc1CNC(=O)C1(C)CCN1Cc1ccc2ccccc2c1 (configuration not stated)	-3
CCCCn1nnnc1C(c1ccccc1)N1CCN(CC)CC1 (configuration not stated)	0
Cc1c(Br)cccc1NC(=O)C1(C)CCN1Cc1ccc(OC(C)C)cc1 (configuration not stated)	0

Structural class, those above containing an NH in an aromatic ring (2)
SMILES	Wnt bcat act
O=C(NC1CCCCC1)C(c1ccccc1F)n1c(=O)c(-c2cc3ccccc3[nH]2)nc2ccccc21 (configuration not stated)	-2
Cc1nnc(SCc2nc3sc4c(c3c(=O)[nH]2)CCCC4)n(N)c1=O	-1

Later entries:
SMILES	Wnt bcat act
C#CCNC(=O)C[C@H]1C[C@@]2(C(=O)OC)C(=C[C@H](C(C)C)O[C@@H]2C2CC2)N(Cc2ccccc2)C1=O	1
C[C@H](CO)N1C[C@H](C)[C@@H](CN(C)C(=O)Nc2ccc3c(c2)OCCO3)OCc2cn(nn2)CCCC1=O	11
COc1ccc(NC(=O)c2cc(C3CCCCN3C(=O)CCc3ccccc3)on2)c(C)c1 (configuration not stated)	-6
OCCc1ccc(NCCc2cccs2)cc1	3
O=C(Nc1ccc2c(c1)OCCO2)C(c1cc2ccccc2o1)N1CCC(Cc2ccccc2)CC1 (configuration not stated)	-7
O=C(NCc1ccccc1)C(c1ccc(F)cc1)N1CCN(c2ccccc2F)CC1 (configuration not stated)	-2
Cc1nc2ccc(C(=O)N3CCN(C(=O)c4ccco4)CC3)cn2c1N(C)C(=O)CCc1ccccc1	-1
COc1ccc(C2OC(CCc3ccccc3)CC3=C2C(=O)OC(C)(C)O3)cc1 (configuration not stated)	-2
CN(C)CCN1CCN(c2cc(-c3cccc(Cl)c3)nc3ccnn23)CC1	-1
Cc1c(C(=O)N2CCCCCC2(C)C(=O)NCC(C)C)oc2ccccc12 (configuration not stated)	-1
CCNC(=O)C1CCCN(Cc2ccc(C(=O)OCC)cc2)CC1 (configuration not stated)	0
O=C(NCc1ccccc1Cl)c1csc(COCCO)n1	-1
CC(C)C(=O)N1CCCC1(C)C(=O)Nc1cccc(Oc2ccccc2)c1 (configuration not stated)	-3
CC1(C(=O)NS(=O)(=O)c2ccc(F)cc2F)CCN1C(=O)Cc1ccc(-c2ccccc2)cc1 (configuration not stated)	1
CCC(=O)N1CCC1(C)C(=O)Nc1ccccc1 (configuration not stated)	3
C[C@H](O)[C@@H]1CN2CCc3c([nH]c4c(-c5ccccc5)cccc34)[C@@H]2C[C@@H]1N(C)C(=O)NC1CCCCC1	12
Cc1c(C(=O)NCCC#N)sc(=O)n1Cc1ccc(C(=O)N(C)C)cc1	-3
O=C(Nc1ccc2c(c1)OCCO2)C(C1CC1)N1CCN(c2ccc(C(F)(F)F)cn2)CC1 (configuration not stated)	0
COc1ccc(C2CC(=O)C(c3cc(OC)c(OC)c(OC)c3)=CN2Cc2ccccc2)cc1 (configuration not stated)	-5
O=C1NC[C@H](Cc2ccc(O)cc2)N(C[C@@H]2CCCN2C[C@H](Cc2ccccc2)N2C[C@H](Cc3ccccc3)N(CCc3ccccc3)C(=O)C2=O)C1=O	-4
COC(=O)[C@]12C[C@H](CC(=O)NCCCCc3ccccc3)C(=O)N(CCC3=CCCCC3)C1=C[C@H](C(C)(C)C)O[C@@H]2C	-6
Cc1ccc(CN2CC(N3CCN(C4CCN(C)CC4)CC3)CS2(=O)=O)cc1 (configuration not stated)	-2
O=C(C(=O)N1CCC(CNS(=O)(=O)c2cccc(C(F)(F)F)c2)CC1)c1cc2ccccc2o1	-3
Cc1ccc2nc(C(C)(C)C)c(Cc3cccc(F)c3)n2c1	0
O=C(NCc1cccc(C(F)(F)F)c1)C1C(=O)Nc2ccccc2C(=O)N1Cc1ccccc1 (configuration not stated)	-1

7 structures from above, arranged by count of non-hydrogen atoms, highest first.
SMILES	Wnt bcat act
O=C1NC[C@H](Cc2ccc(O)cc2)N(C[C@@H]2CCCN2C[C@H](Cc2ccccc2)N2C[C@H](Cc3ccccc3)N(CCc3ccccc3)C(=O)C2=O)C1=O	-4
Cc1nc2ccc(C(=O)N3CCN(C(=O)c4ccco4)CC3)cn2c1N(C)C(=O)CCc1ccccc1	-1
O=C(Nc1ccc2c(c1)OCCO2)C(c1cc2ccccc2o1)N1CCC(Cc2ccccc2)CC1 (configuration not stated)	-7
C#CCNC(=O)C[C@H]1C[C@@]2(C(=O)OC)C(=C[C@H](C(C)C)O[C@@H]2C2CC2)N(Cc2ccccc2)C1=O	1
O=C(C(=O)N1CCC(CNS(=O)(=O)c2cccc(C(F)(F)F)c2)CC1)c1cc2ccccc2o1	-3
CC(C)C(=O)N1CCCC1(C)C(=O)Nc1cccc(Oc2ccccc2)c1 (configuration not stated)	-3
Cc1c(C(=O)NCCC#N)sc(=O)n1Cc1ccc(C(=O)N(C)C)cc1	-3

Continued:
SMILES	Wnt bcat act
O=C(NCc1ccc(F)cc1)c1cc(C2CCCCN2C(=O)c2cccs2)on1 (configuration not stated)	-3
CCc1nc2c(OCC(=O)C(C)(C)C)cccn2c1N(C=O)CC(=O)N(C)C	0
CC(=O)Nc1cncc(-c2cnn(CC(C)C)c2)n1	6
CC1OC(COCc2ccccc2)Cc2[nH][nH]c(=O)c21 (configuration not stated)	-2
CCCN(C)C1CN(Cc2cn(Cc3ccccc3)nn2)S(=O)(=O)C1 (configuration not stated)	0
CCCC(=O)N1CCC1(C)C(=O)Nc1ccc(OC(F)F)cc1 (configuration not stated)	-1
O=[N+]([O-])c1nccn1CCCCCCN1CCOCC1	-1
c1ccc2c(C(c3nnnn3-c3ccc4c(c3)OCCO4)N3CCOCC3)ccnc2c1 (configuration not stated)	2
COc1cc2c(c(OC)c1OC)CC(c1ccccc1)=C(c1ccccc1)CC2NC(=O)C(F)(F)F (configuration not stated)	-4
COc1ccccc1CCn1cnc(-c2cccc(Br)c2)c1C(C)C	-2
NC(CO)c1csc(Nc2ccc(C(=O)c3ccccc3)cc2)n1 (configuration not stated)	0
Cc1cc(-c2ccc(F)cc2)n2ncc(-c3ccccc3)c2n1	-1
COc1ccc(-c2coc3c(C(=O)NCc4ccccc4)cccc23)c(C)c1	-2
O=C(NC1CCCCC1)c1nc(-c2c(F)cccc2F)oc1-c1ccccc1	-2
COc1ccc(C(=O)c2[nH]c(N)c(C(N)=O)c2-c2ccc(OC)c(OC)c2)cc1	3
CCOC(=O)C1=CCN(S(=O)(=O)c2ccc(C)cc2)C1c1ccc(C(C)C)cc1 (configuration not stated)	-5
Cc1c(C(=O)O)sc(S(=O)(=O)N2CCNCC2)c1C(=O)O	3
COCCNC(=O)C1(C)CCCN(C(=O)c2ccc3snnc3c2)C1 (configuration not stated)	-4
Cc1cc2c(cc1C)-n1nnnc1C(N1CCN(c3ccccn3)CC1)C(c1ccc3c(c1)OCO3)=N2 (configuration not stated)	-1
O=C(NCc1ccc(F)cc1)c1cc(C2CCCCN2C(=O)C2CCCCC2)on1 (configuration not stated)	-2
C[C@H](CO)N1C[C@H](C)[C@H](CN(C)C(=O)Nc2ccc3c(c2)OCO3)OCc2cnnn2CCCC1=O	-2
Fc1ccc2nc(-c3ccc(CN4CCC(c5nc6ccccc6[nH]5)CC4)cc3)c(-c3ccccc3)nc2c1	-13
CC(C)NC(=O)C1(C)CN(S(C)(=O)=O)CC(=O)N1CCc1ccccc1F (configuration not stated)	1
Cc1ccccc1Cn1c(C)c(C(=O)NCc2cccc(C(F)(F)F)c2)sc1=O	-12
C[C@@H](Oc1ccccc1)c1nnn(Cc2ccccc2)c1-c1c([C@@H](C)Oc2ccccc2)nnn1Cc1ccccc1	-8

3 entries picked at random from the list so far, as already listed:
SMILES	Wnt bcat act
Cc1cnc(C)c(Nc2nc(C(N)c3ccccc3)cs2)n1 (configuration not stated)	11
CCCN(C)C1CN(Cc2cn(Cc3ccccc3)nn2)S(=O)(=O)C1 (configuration not stated)	0
COc1ccc(NC(=O)COc2ccc(C)cc2)c([N+](=O)[O-])c1	2

Continued.
SMILES	Wnt bcat act
CCc1nc2ccc(C(=O)NCCc3ccccn3)cn2c1N(C)Cc1cccs1	-1
O=C(C(=O)N1CCN(C(=O)Cc2ccccc2)CC1)c1cccc(C(F)(F)F)c1	2
Cc1cn([C@H]2C[C@H](O)[C@@H](/C=C/C(=O)NCCN3CCOCC3)O2)c(=O)[nH]c1=O	0
O=C(C(=O)N1CCC(CNS(=O)(=O)c2cc(C(F)(F)F)cc(C(F)(F)F)c2)CC1)c1cc2ccccc2o1	0
Cn1nc(C(C)(C)C)cc1NC(=O)C1(C)CCN1C(=O)CC(c1ccccc1)c1ccccc1 (configuration not stated)	-6
CC(C)CNc1cccc2c1S(=O)(=O)N[C@H](CC(C)C)CO2	-3
COC(=O)Cn1c2ccccc2c(=O)n1C(C)CBr (configuration not stated)	-3
O=C1CCCCC1CCS(=O)(=O)NCc1ccccc1 (configuration not stated)	-2
COC(=O)[C@]12CCCCC=C1N(Cc1ccc3c(c1)OCO3)C(=O)[C@H](CC(=O)N1CCOCC1)C2	-3
O=C(C(=O)N1CCN(C(=O)C2CCC2)CC1)c1cccc(C(F)(F)F)c1	1
COC[C@H]1CCCN1[C@@H]1CS(=O)(=O)N[C@H]1COCc1ccccc1	-1
